Screening data as filed in PubChem.
GalR3 antagonist = antagonists of human GalR3; HEK293 GalR3-CNG cAMP membrane potential fluorescence; galR3 body fused to GalR1 C-terminus; inhibition, % at 3 µM; hit rate 0.44% among 360,000; AID 651719;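 active means inhibition above the screen-wide average plus 3 SD, cut at about 13% in these data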;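 further: forskolin and galanin both at EC90 stimulate the cells; cAMP rise reported by CNG channel membrane potential dye signal; 0% = forskolin plus galanin with DMSO and 100% = forskolin alone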
Target sequence (O60755 1-299 limits assumed): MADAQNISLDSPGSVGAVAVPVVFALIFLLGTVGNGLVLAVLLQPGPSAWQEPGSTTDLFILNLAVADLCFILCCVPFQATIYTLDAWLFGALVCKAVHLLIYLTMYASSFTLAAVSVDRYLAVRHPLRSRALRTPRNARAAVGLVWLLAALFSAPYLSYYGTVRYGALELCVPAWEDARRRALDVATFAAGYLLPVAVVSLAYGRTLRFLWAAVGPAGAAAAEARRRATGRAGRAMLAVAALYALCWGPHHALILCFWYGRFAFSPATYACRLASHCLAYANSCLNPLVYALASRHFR
Starred values were filed as active, the others as inactive. An excerpt; count on the stated rates, not on these rows.

The first three entries as a preview:
Screening CCCS(=O)(=O)NC(=O)C1(C)CCN(C(=O)c2ccc(C(F)(F)F)cc2)C1 (stereo unspecified) returned GalR3 antagonist -6.
For Cc1ccc(S(=O)(=O)NC(=O)C2(C)CCN2C(=O)c2ccccc2)nc1 (stereo unspecified) the results were GalR3 antagonist -2.
Screening CCOc1ccc(-c2nc(CSCC(=O)NC3CCN(Cc4ccccc4)CC3)c(C)o2)cc1 returned GalR3 antagonist -6.

The list itself (from the top)
Screening CCCS(=O)(=O)NC(=O)C1(C)CCN(C(=O)c2ccc(C(F)(F)F)cc2)C1 (stereo unspecified) returned GalR3 antagonist -6.
For Cc1ccc(S(=O)(=O)NC(=O)C2(C)CCN2C(=O)c2ccccc2)nc1 (stereo unspecified) the results were GalR3 antagonist -2.
Screening CCOc1ccc(-c2nc(CSCC(=O)NC3CCN(Cc4ccccc4)CC3)c(C)o2)cc1 returned GalR3 antagonist -6.
Screening CCC(C(=O)Nc1c(C)cccc1C)n1c(-c2ccc(=O)[nH]c2)nc2ccccc21 (stereo unspecified) returned GalR3 antagonist -7.
For Cc1noc(C)c1C(=O)Nc1nc2ccccc2s1 the results were GalR3 antagonist -5.
O=C(COC(=O)Cc1ccc(Cl)cc1Cl)NCc1ccco1 was read as GalR3 antagonist -1.
Screening CC1(Cc2ccc(S(C)(=O)=O)cc2)C(=O)Nc2ccc(Cl)cc21 (stereo unspecified) returned GalR3 antagonist 1.
CC(=O)Nc1ccc(S(=O)(=O)N(CC(=O)NCC2CCCO2)Cc2ccccc2Cl)cc1 (stereo unspecified) was read as GalR3 antagonist -4.
O=C(O)c1ccccc1-c1ccc(C=c2sc3nc4cc(Br)cnc4n3c2=O)o1 was read as GalR3 antagonist -6.
`O=C1C(c2ccccc2)CN1Cc1ccccc1` (stereo unspecified) gave GalR3 antagonist -8.
`NNC(=O)CC1=NNC(=O)C1` gave GalR3 antagonist -3.
Cc1c(CN(C)C(=O)C2CCC(=O)N(Cc3ccccc3F)C2)[nH]c2ccccc12 (stereo unspecified) was read as GalR3 antagonist -6.
CCOc1ccc(NS(=O)(=O)c2ccc(C(=O)N(C)CC(=O)Nc3cccc(OC)c3)cc2)cc1 was read as GalR3 antagonist -2.
`COC(=O)[C@]12C[C@H](CC(=O)N3CCCC3)C(=O)N(CCC3=CCCCC3)C1=C[C@H](COCc1ccccc1)O[C@@H]2C` gave GalR3 antagonist -6.
For OC[C@@H]1CN(Cc2cccs2)C[C@H](n2cnc3c(N4CCCC4)ncnc32)O1 the results were GalR3 antagonist 0.
`c1cc2[nH]c3ccncc3c2cn1` gave GalR3 antagonist -5.
Screening Cc1ccc(-c2ccc3c(c2)O[C@H](CN(C)Cc2cncnc2)[C@@H](C)CN([C@H](C)CO)S3(=O)=O)cc1 returned GalR3 antagonist -5.
C[C@H](CO)N1C[C@H](C)[C@@H](CN(C)S(=O)(=O)c2ccc3c(c2)OCCCO3)OCc2cnnn2CCCC1=O was read as GalR3 antagonist -7.
For O=C(Cc1ccccc1[N+](=O)[O-])c1ccc2c(c1)OCO2 the results were GalR3 antagonist -6.
Cc1[nH]nc2c1C(c1ccccc1)N(c1ccccc1)C2=O (stereo unspecified) was read as GalR3 antagonist -7.
Screening O=C1NC[C@@H](CCCCN2C[C@H](Cc3ccc(O)cc3)N(Cc3ccccc3)C(=O)C2=O)N(CC2CCCCC2)C1=O returned GalR3 antagonist -5.
CCCCC(c1nc2ccccc2[nH]1)n1c(=O)c(-c2ccccc2)nc2cc(C)c(C)cc21 (stereo unspecified) was read as GalR3 antagonist -8.
`OC[C@@H]1CN(CCN2CCOCC2)C[C@H](n2cnc3c(NCc4ccco4)ncnc32)O1` gave GalR3 antagonist -1.
Cn1cc(CC(=O)Nc2ccc(Oc3cccnc3)cc2)c2ccccc21 was read as GalR3 antagonist -6.
C=CCNc1ncnc2c1ncn2[C@H]1CN(Cc2ccc(F)cc2)C[C@@H](CO)O1 was read as GalR3 antagonist 4.
For CCCCCc1c(-c2ccccc2OC)ncn1CCc1ccccc1OC the results were GalR3 antagonist -7.
For NS(=O)(=O)c1ccc(NC(=O)CCCCCN2C(=O)c3ccccc3C2=O)cc1 the results were GalR3 antagonist -3.
Screening COC(=O)[C@]12C[C@H](CC(=O)NCc3ccc(C)o3)C(=O)N(Cc3ccccc3)C1=C[C@H](C(C)(C)C)O[C@@H]2C returned GalR3 antagonist -2.
`CSc1ccccc1NC(=O)C1(C)CCN1C(=O)CCC1CCCC1` (stereo unspecified) gave GalR3 antagonist -4.
For CC(=O)c1ccc2c3c(ccc([N+](=O)[O-])c13)CC2 the results were GalR3 antagonist -8.
Screening CCC(C)C(CO)NCCCn1cnc2c(OC)ncnc21 (stereo unspecified) returned GalR3 antagonist 4.
CCCS(=O)(=O)NC(=O)C1(C)CCCN(C(=O)c2ccc(C(=O)OC)cc2)C1 (stereo unspecified) was read as GalR3 antagonist -6.
Screening CS(=O)(=O)c1ccc(Cl)c(NC(=O)CSc2nnc3n2CCCCC3)c1 returned GalR3 antagonist -6.
Screening CC(C)C[C@@H](CN)NC(=O)c1nc[nH]c1C(=O)N[C@@H](Cc1c[nH]c2ccccc12)C(=O)CNC[C@H](C)NC(=O)c1nc[nH]c1C(=O)N[C@@H](CC(=O)O)C(=O)O returned GalR3 antagonist 0.
Cc1ccc(-n2cnc3c(=O)[nH]cnc32)cc1[N+](=O)[O-] was read as GalR3 antagonist -1.
For COc1ccc(S(=O)(=O)NC(=O)C2(C)CCN2C(=O)COc2ccc(Cl)cc2)cc1 (stereo unspecified) the results were GalR3 antagonist -6.
`O=C1Nc2c(Cl)cc(Cl)cc2C1=O` gave GalR3 antagonist -3.
`CC(C)(C)c1ccc(C(=O)N2CCC2(C)C(=O)NCc2ccc3c(c2)OCO3)cc1` (stereo unspecified) gave GalR3 antagonist 0.
`CC1CC(C)CN(S(=O)(=O)c2ccc(NC(=O)CN3CCCCCC3)cc2)C1` (stereo unspecified) gave GalR3 antagonist -3.
For CCN1CCN(c2ccc(S(=O)(=O)N3CCCCC3)cc2NC(=O)c2ccc(C)c(C)c2)CC1 the results were GalR3 antagonist -6.
`COc1ccc(NC(=O)C2Cc3c(-c4cccc(NC(C)=O)c4)ccnc3O2)cn1` (stereo unspecified) gave GalR3 antagonist -7.
`COc1cc(Nc2nc3c(N)cc(C(F)(F)F)cc3nc2-c2ccccc2)cc(OC)c1OC` gave GalR3 antagonist -1.
For CS(=O)(=O)N(CC(=O)N1CCCC1)C1CCCCC1 the results were GalR3 antagonist -8.
Screening O=c1[nH]nnc2c1ncn2C1OC(CO)C(O)C1O (stereo unspecified) returned GalR3 antagonist -6.
COc1ccc(C(=O)/C=C2\C(=O)Nc3ccc(Br)cc32)cc1 was read as GalR3 antagonist 2.
`CCCCN1CCCCC1(C)C(=O)NCc1cccc(OC)c1` (stereo unspecified) gave GalR3 antagonist -5.
COc1ccc(CCn2cnn3c(=O)c4ccccc4nc3c2=O)cc1OC was read as GalR3 antagonist -4.
Screening Cn1cnc(S(=O)(=O)N2CCCCC2c2cc(C(=O)NCc3ccc(F)cc3)no2)c1 (stereo unspecified) returned GalR3 antagonist -6.
Screening CC(=O)Nc1ccc(S(=O)(=O)NCC2(N3CCOCC3)CCCCC2)cc1 returned GalR3 antagonist -4.
Screening C=CCNc1ncnc2c1ncn2[C@H]1CN(CCN2CCOCC2)C[C@@H](CO)O1 returned GalR3 antagonist -7.
CCC1NC(=O)c2cccnc2-n2c1nc1ccc(F)cc1c2=O (stereo unspecified) was read as GalR3 antagonist 4.
For O=C(Nc1ccc2c(c1)OCCO2)C1C(c2ccccc2)=Nc2ccccc2N1C(=O)c1cccnc1 (stereo unspecified) the results were GalR3 antagonist -5.
O=S(=O)(NCCc1c[nH]c2ccccc12)c1ccc(F)cc1 was read as GalR3 antagonist -7.
CC(=O)Nc1ccc2c(c1)C(=O)c1cccc(C(=O)O)c1-2 was read as GalR3 antagonist -4.
Screening Cc1ccccc1Nc1n[nH]c(=S)s1 returned GalR3 antagonist -6.
`CCOC(=O)C1=CCN(S(=O)(=O)c2cccc(Cl)c2)C1c1ccc(Cl)cc1` (stereo unspecified) gave GalR3 antagonist -6.
CCOC(=O)[C@]12CCC=C1N(Cc1cccc3ccccc13)C(=O)[C@H](CC(=O)NCc1cccc(C(F)(F)F)c1)C2 was read as GalR3 antagonist -8.
For Cc1ccc(S(=O)(=O)N2CC3C(=O)C[C@@H](c4ccccc4Cl)N(S(=O)(=O)c4ccc(C)cc4)C3CC2c2ccccc2)cc1 (stereo partly specified) the results were GalR3 antagonist 3.
`CN(C(=O)c1cccc(NC(=O)Cc2ccc(NC(=O)C3CCN(C(=O)C4CCCC4)CC3)cc2)c1)C1CC1` gave GalR3 antagonist -5.
Screening CCOC(=O)C(=O)N(C)c1c(CC)nc2c(OCc3cccc(Cl)c3)cccn12 returned GalR3 antagonist -8.
Screening CCOC(=O)C1(C)CCCN(C(=O)c2cccc(OC(F)(F)F)c2)C1 (stereo unspecified) returned GalR3 antagonist 2.
N#CC1(NC(=O)CSc2nnc(C3CC3)n2N)CCCCC1 was read as GalR3 antagonist -5.
Screening COc1ccccc1Cc1c(-c2ccc(C#N)cc2)nc2ccc(Br)cn12 returned GalR3 antagonist -3.
`CCCCNC(=O)CN1C(=O)CSc2ccc(S(=O)(=O)N3CCOCC3)cc21` gave GalR3 antagonist -4.
Cn1c(=O)c2cc(NC(=O)NCCc3cccs3)ccc2n1Cc1cccc(C(F)(F)F)c1 was read as GalR3 antagonist -5.
`COc1ccc([C@H]2C[C@@H](O)[C@H](n3cc(C4CC4)nn3)CN2CC2CCCCC2)cc1` gave GalR3 antagonist -7.
For O=C(N[C@H](C(=O)N1CCC[C@H]1C(=O)NCc1ccccc1)c1ccccc1)c1ccc(Cl)c(Cl)c1 the results were GalR3 antagonist -10.
Screening O=C(O)C1CC(Br)C(Br)CC1C(=O)O (stereo unspecified) returned GalR3 antagonist -5.
`C[C@@H]1CN([C@@H](C)CO)C(=O)CCCn2nncc2CO[C@H]1CN(C)S(=O)(=O)c1ccc(-n2cccn2)cc1` gave GalR3 antagonist -7.
Screening CSc1ccc(C(=O)NCC2CCN(C(=O)C(=O)c3cc4ccccc4o3)CC2)cc1 returned GalR3 antagonist 2.
For O=C(C[C@H]1C[C@H](C(=O)N2CCCCC2)[C@@]2(CCc3ccccc3)c3[nH]c4ccc(Cl)cc4c3CCN2C1=O)NCCCn1ccnc1 the results were GalR3 antagonist -6.
Screening CC(C)C[C@@H]1O[C@H](CCc2ccccc2)Cc2[nH]c(=S)[nH]c(=O)c21 returned GalR3 antagonist 5.
`O=C(COC(=O)c1cc(Br)ccc1O)NCCC1=CCCCC1` gave GalR3 antagonist -8.
CCOC(=O)N1CCN(C(=O)C[C@@H]2C[C@@]3(C(=O)OC)CCCCC=C3N(CCc3ccc(OC)c(OC)c3)C2=O)CC1 was read as GalR3 antagonist -7.
Cc1cccc(Cn2c(NC3CCCC3)nc3c2c(=O)[nH]c(=O)n3C)c1 was read as GalR3 antagonist -7.
COc1ccc(NC(=O)N(C)C[C@H]2OCCCC[C@H](C)Oc3ccc(NC(=O)Nc4ccc5c(c4)OCO5)cc3C(=O)N([C@@H](C)CO)C[C@@H]2C)cc1 was read as GalR3 antagonist -9.
CC1=C(C(=O)N(C)C)CC(CC(=O)NC2CCCC2)C(=O)N1CCC1=CCCCC1 (stereo unspecified) was read as GalR3 antagonist -3.
For O=C(O)c1cccc2c1Oc1ccccc1S2(=O)=O the results were GalR3 antagonist -3.
For CCCCCCCCN1C(=O)[C@H](CC(=O)NCc2ccc(C)o2)C[C@@]2(C(=O)OC)CCCCC=C12 the results were GalR3 antagonist -4.
For Cc1ccc(S(=O)(=O)NCCc2nnc3ccc(N4CCOCC4)nn23)cc1 the results were GalR3 antagonist -8.
Screening CCOc1ccc(NC(=O)COc2ccc(N3CC(C(N)=O)CC3=O)cc2)cc1 (stereo unspecified) returned GalR3 antagonist -4.
For CC1CCN(C(=O)COC(=O)c2cccc(S(=O)(=O)N3CCOCC3)c2)CC1 the results were GalR3 antagonist -8.
For O=C(Nc1ccccc1)c1cc(C2CCCN(C(=O)c3ccc4c(c3)CCO4)C2)on1 (stereo unspecified) the results were GalR3 antagonist -5.
`COC(=O)[C@H]1C[C@H](OC(=O)NCc2ccccc2)[C@@]2(O)CN(S(=O)(=O)c3ccc(C)cc3)CC2[C@H]1C(=O)OC` (stereo partly specified) gave GalR3 antagonist -6.
`O=C1NC(Cc2ccc(O)cc2)c2nc3ccc(Cl)cc3c(=O)n2-c2cc3ccccc3cc21` (stereo unspecified) gave GalR3 antagonist -6.
For COC(=O)c1cc2c(c3c4cc(F)ccc4n(S(=O)(=O)c4ccccc4)c13)C(=O)N(Cc1ccc(C(F)(F)F)cc1)C2 the results were GalR3 antagonist -5.
`Nc1nc(-c2ccccc2)c(CCCOc2ccc([N+](=O)[O-])cc2)c(=O)[nH]1` gave GalR3 antagonist -6.
Cc1ccccc1S(=O)(=O)NC(=O)C1(C)CCN1C(=O)CC1CCCC1 (stereo unspecified) was read as GalR3 antagonist 2.
O=C(c1ccc2c(c1)CCC2)N1CCN(Cc2ccccc2)CC1 was read as GalR3 antagonist -2.
COc1ccc(S(=O)(=O)N2CCC(C(=O)NCCC(=O)Nc3ccccc3OC)CC2)cc1 was read as GalR3 antagonist -9.
Screening Cc1ccc(S(=O)(=O)N2CCOCC2)cc1NC(=O)COC(=O)c1ccco1 returned GalR3 antagonist -6.
Nc1ncc(-c2ccc(-c3ccccc3)cc2F)cc1-c1ccccc1F was read as GalR3 antagonist -7.
`CCNC(=O)C1(C)CCN(C(=O)C(c2ccccc2)c2ccccc2)C1` (stereo unspecified) gave GalR3 antagonist -5.

By substructure: those above containing a tert-butyl group
Screening COC(=O)[C@]12C[C@H](CC(=O)NCc3ccc(C)o3)C(=O)N(Cc3ccccc3)C1=C[C@H](C(C)(C)C)O[C@@H]2C returned GalR3 antagonist -2.
`CC(C)(C)c1ccc(C(=O)N2CCC2(C)C(=O)NCc2ccc3c(c2)OCO3)cc1` (stereo unspecified) gave GalR3 antagonist 0.

Molecules listed so far containing a thiophene ring, fused or not:
For OC[C@@H]1CN(Cc2cccs2)C[C@H](n2cnc3c(N4CCCC4)ncnc32)O1 the results were GalR3 antagonist 0.
Cn1c(=O)c2cc(NC(=O)NCCc3cccs3)ccc2n1Cc1cccc(C(F)(F)F)c1 was read as GalR3 antagonist -5.
